SV40 large T antigen: SV40 large T antigen inhibitors, biochemical (AID 1903). SV40 large T antigen ATPase/helicase inhibition assay; higher % means a stronger effect. inhibition, % at 20 µM; hits with a dose series show IC50 in µM. 310,000 tested, 0.39% active; in the data active = a potency from the dose series; inconclusive = inhibition mostly from about 32% at the one dose, without a potency; inactive = the rest, 99 in 100 with inhibition below about 32%; note: strong numbers were not always called active
RSV antiviral HEp-2: RSV antiviral activity via CPE protection, HEp-2 cells, primary 10 µM value included (AID 2391); HEp-2 cells, RSV-induced CPE inhibition; higher % means a stronger effect; CPE inhibition, % at 10 µM, or IC50 in µM where a hit was titrated; 310,000 tested, 0.13% active; in the data active = a potency from the dose series; inconclusive = CPE inhibition mostly from about 23% at the one dose, without a potency; inactive = the rest, 99 in 100 with CPE inhibition below about 21%; note: strong numbers were not always called active
WT yeast gro inh: growth inhibition of WT yeast, mitochondrial fusion screen | mitochondrial fusion phenotypic screen, WT strain | inhibition, % at 10 µM | AID 1362 | 190,000 tested, 2.1% active; in the data active = inhibition above about 58%; tested in S. cerevisiae
Rac1 GTP hydrolysis: MgcRacGAP GTPase-activating activity inhibitors, confirmation, biochemical, ADP Hunter fluorescence | MgcRacGAP-stimulated Rac1 GTP hydrolysis, ADP Hunter fluorescence; higher % means a stronger effect; GST-tagged Rac1 F28L mutant substrate | inhibition, % at 30 µM; hits with a dose series show IC50 in µM | 340,000 tested, 0.6% active;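 active = first-screen hits whose inhibition reached a set limit at any dose in the follow-up dose series; inconclusive = inhibition above the set first-screen limit but never retested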;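 note: fluorescence reports GDP produced by GAP-driven GTP hydrolysis; strong numbers were not always called active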
T cell modulator: T cell immune modulators affecting CD8 T cell-vesicle binding; 2C CD8+ T cell-vesicle binding, flow cytometry; active compounds read low; calls only at 7 µM; 330,000 tested, 0.068% active; AID 2052;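 active = response, share of CD8 T cells binding vesicles, and their 90th percentile fluorescence all below set limits, cut at about 80% in these data, passing the limit was not always enough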
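System: murine 2C transgenic CD8+ T lymphocytes; also added: QL9-loaded Drosophila micro-vesicles; times: binding 1.5 h at 37 °C; measured by: flow cytometry, PE anti-B7-1 (FL2) versus Alexa647 anti-CD8 (FL8), PFA-fixed; control set: Peptide-free naked vesicles (low) and QL9 vesicles with 0.7% DMSO vehicle (high)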
Myeloid diff 2: myeloid differentiation induction; ER-HoxA9 myeloid progenitors, lysozyme-GFP differentiation, flow cytometry; calls only at 10 µM; 360,000 tested, 1% active;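 active = normalized GFP-positive differentiation at or above the plate's own cutoff, the solvent-only control mean plus 3 SD; inconclusive = no clear call, values can overlap the other calls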;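 note: cells exposed to compound for four days before flow analysis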
bCat nuc transl: modulators of beta-catenin nuclear translocation; HeLa beta-catenin nuclear translocation, immunofluorescence imaging; 190,000 tested, 0.3% active; nuclear translocation activity, % at 5 µM;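 active = nuclear translocation activity above 50% at 5 µM, with a well cell count of 50 or more; inconclusive = wells under 50 cells across six images, flagged as toxic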;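 note: per-cell ratio of nuclear to cytoplasmic median beta-catenin stain intensity; plate controls were DMSO negative control for no effect and GSK-3 inhibitor IX positive control for full effect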
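test system = HeLa cells, endogenous beta-catenin | dosing = single 5 µM dose plus 0.02–20 µM confirmation series | times = compound treatment 24 h, 37°C, 5% CO2 | technique = beta-catenin immunofluorescence imaging with DAPI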
West Nile virus CPE: inhibition of WNV-induced cytopathic effect – cell-based, CPE readout (AID 1621) | 290,000 tested, 0.02% active | CPE inhibition, % at 10 µM, or IC50 in µM where a hit was titrated | West Nile virus-infected cells, CPE inhibition; higher % means a stronger effect; in the data active = a potency from the dose series; inconclusive = CPE inhibition mostly from about 3.7% at the one dose, without a potency; inactive = the rest, 99 in 100 with CPE inhibition below about 2.2%; note: strong numbers were not always called active
PhoP inhibition: PhoP-dependent GFP reporter repression – Salmonella Typhimurium, primary screen (AID 1863); S. Typhimurium PhoP-regulated promoter GFP reporter, 4 h; higher % means a stronger effect; one-dose inhibition, % at 50 µM; IC50 in µM for titrated hits; 300,000 tested, 0.16% active;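 active = inhibition over 29.93%, a cutoff 3 SD above the screen mean, later confirmed by dose response; inconclusive = inhibition over 29.93% but no dose response follow-up; inactive = inhibition at most 29.93% or unconfirmed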;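 note: 0% = low Mg2+ inducing control and 100% = high Mg2+ repressing control; strong numbers were not always called active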
WT yeast gro inh mutant strain: recorded beside WT yeast gro inh, whose call it bears; inhibition, %; mitochondrial fusion phenotypic screen, mutant strain inhibition
bCat nuc transl cell count 5 µM: also measured in bCat nuc transl; calls as there; cell count; measured here: cell count, cytotoxicity flag
T cell modulator vesicle-bound %: second read-out of T cell modulator, no call of its own (marks repeat the call); double positive events, %; measured here: CD8+ vesicle-bound cell fraction;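 binding gate set so that unloaded-vesicle control wells show 10% double positive cells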
Myeloid diff 2 GFP+ MAC1+ %: also measured in Myeloid diff 2; calls as there; GFP+ MAC1+ double positive, %; measured here: differentiation confirmed by MAC1 staining
Numbers without * were called inactive; i = inactive; ? = inconclusive; . = not tested or not shown; & = joins results of further samples. This is a random part of the collection. About 3.6% of those tested had a hit in this group.

Order of values: SV40 large T antigen	RSV antiviral HEp-2	WT yeast gro inh	WT yeast gro inh mutant strain	Rac1 GTP hydrolysis	T cell modulator	T cell modulator vesicle-bound %	Myeloid diff 2	Myeloid diff 2 GFP+ MAC1+ %	bCat nuc transl	bCat nuc transl cell count 5 µM	West Nile virus CPE	PhoP inhibition
COc1ccc(OC)c(NC(=O)Cn2c(=O)oc3ccccc32)c1
→ 4%	-0.4%	-6	-16	3%	i	24	i	0.7	-9.5	1063	1.0%	3%
CCOC(=O)C1CCN(C2CC(=O)N(c3cccc(Cl)c3)C2=O)CC1 (stereo unspecified)
→ 1%	0.9%	-23	-7	-1%	i	56	i	0.5	-3.1	1150	-0.1%	-16%
O=C1C(c2ccc(F)cc2)N(Cc2ccc3c(c2)OCO3)C(=O)CN1C1CCCC1 (stereo unspecified)
→ 11%	-0.5%	18	2	10%	i	42	i	0.9	-5.8	948	-1.2%	4%
O=C(Nc1ccccc1)N1CCN(c2ccccn2)CC1
→ 2%	0.6%	-18	-6	14%	i	15	i	0.6	-0.7	1512	-0.3%	-3%
COc1ccc(S(=O)(=O)N/N=C/c2ccc(OCCN3CCOCC3)c(OC)c2)cc1
→ 8%	1.6%	-2	-1	9%	i	18	i	0.3	0.0	928	0.2%	-10%
CC(C)(C)n1nnnc1C(c1cccs1)N(Cc1ccccc1)Cc1ccco1 (stereo unspecified)
→ 1%	2.5%	.	.	0%	i	58	i	0.7	2.3	1129	-0.2%	-33%
Cc1cccc(CSCCNC(=O)CN(c2cc(C)cc(C)c2)S(C)(=O)=O)c1
→ 25%	0.5%	.	.	2%	i	27	i	0.5	0.1	1276	-0.1%	-3%
COc1ccc(S(=O)(=O)N2CCC(C(=O)NCc3ccncc3)CC2)cc1OC
→ -2%	0.6%	.	.	7%	i	24	i	0.4	.	.	0.2%	-3%
N#CCCN1CCN(C(=O)c2c(N)no[n+]2[O-])CC1
→ 11%	3.7%	9	2	12%	i	13	i	0.7	-2.5	1050	0.3%	0%
O=[N+]([O-])c1ccc(NCCCO)c(S(=O)(=O)N2CCOCC2)c1
→ 29%	-0.4%	2	3	2%	i	32	i	0.4	-0.4	1105	-0.2%	-5%
CCCCCCNc1c([N+](=O)[O-])cc(C)cc1[N+](=O)[O-]
→ .	-0.6%	.	.	6%	i	5	i	1.1	.	.	0.3%	.
CCOC(=O)c1c(N)sc(C(=O)N(CC)CC)c1C
→ 20%	2.4%	-13	-12	0%	i	44	i	0.2	-2.2	1104	-0.3%	-8%
CC(C)(C)c1cccc(P(=O)(c2ccccc2)c2ccccc2)c1O
→ 10%	4.5%	.	.	10%	i	21	i	0.1	1.4	1287	-1.1%	-7%
CCOP(=O)(O)c1ccccc1OCCOCCOc1ccccc1P(=O)(O)OCC
→ -5%	-0.8%	2	0	6%	i	18	i	8.2	.	.	0.0%	25%
CCCCn1c(N)c(N(CCOC)C(=O)C(C)Oc2ccc(Cl)cc2)c(=O)[nH]c1=O (stereo unspecified)
→ 1%	-0.6%	.	.	2%	i	9	i	1.2	.	.	.	-7%
COc1ccc(-c2noc(=O)n2Cc2ccccc2Cl)cc1
→ 3%	1.1%	.	.	0%	i	28	i	0.9	.	.	-0.8%	4%
COc1ccc(CN2CSC(=S)N(Cc3ccccc3)C2)cc1
→ 18%	2.8%	.	.	-3%	i	38	?	.	.	.	3.1%	-5%
COc1ccc(/C=C/C(=O)c2cc(Br)ccc(=O)c2O)cc1
→ 13%	-0.7%	-42	-16	11%	i	40	i	1.5	0.0	530	-1.0%	21%
COc1ccc(C)c2sc(NC(=O)c3cccc(N4C(=O)CCC4=O)c3)nc12
→ 10%	2.0%	.	.	7%	i	37	i	0.9	.	.	0.3%	6%
O=C1C=C(c2ccc(Oc3ccccc3)cc2)C[C@@H](c2ccc(Cl)cc2)C1
→ .	7.4%	.	.	15%	i	35	i	0.8	.	.	.	.
Cc1nn(C)c(C)c1S(=O)(=O)N1CCc2ccccc21
→ 6%	1.0%	-6	-12	9%	i	21	i	0.6	-2.6	895	-0.2%	-8%
CC(C)CNC(=O)COC(=O)c1ccccc1SCC(=O)NCC(C)C
→ 8%	0.6%	1	-4	-1%	i	10	i	0.5	-2.9	1068	0.0%	-4%
CCN1CCN(Cc2ccc(NC(=O)c3cc(NC(=O)C4=NN(c5ccccc5)C(=O)C4)cc(OC)c3)cc2C(F)(F)F)CC1
→ 15%	-1.8%	.	.	15%&7%	i	17	i	0.5&1.2	-0.3	1321	-0.5%	-2%
CCOC(=O)C1(CCOc2ccccc2)CCN(Cc2cc(OC)cc(OC)c2)CC1
→ -3%	10.0%	.	.	1%	i	57	i	0.5	.	.	-1.9%	1%
C=CCOC(=O)C1=C(C)NC(SC)=C(C#N)C1c1ccc(OCC)cc1 (stereo unspecified)
→ 29%	6.1%	-10	-18	6%&9%	i	34	i	0.8&1.0	-1.4	1186	0.9%	18%
CC(C)CCN1CCN(Cc2nc(-c3ccccc3)cs2)CC1CCO (stereo unspecified)
→ 7%	-1.2%	6	5	-5%	i	43	i	0.1	0.5	1605	-1.2%	1%
COc1ccccc1N1CCN(C(=O)CSc2nnc3n2C(C)(C)Cc2ccccc2-3)CC1
→ 10%	8.6%	6	-7	5%	i	27	i	14	-2.2	1170	-0.2%	13%
CCOC(=O)C1=C(COC(=O)[C@@H]2CCCN2S(=O)(=O)c2ccc(C)cc2)NC(=O)NC1C (stereo partly specified)
→ 11%	2.3%	.	.	6%	i	50	i	0.6	.	.	-0.1%	-2%
CN1CC(c2ccc(Cl)c(Cl)c2)[C@@]2(COc3ccccc3C2=O)[C@@]12C(=O)Nc1ccccc12 (stereo partly specified)
→ 9%	22%	-14	-1	8%	i	24	i	1.5	-3.3	1115	2.5%	-6%
O=C(COC(=O)CNC(=O)c1ccc(Br)cc1)NCCC1=CCCCC1
→ 6%	3.1%	19	31	12%	i	29	i	0.8	-3.2	1096	-0.1%	5%
CN1CCN(c2ccc(CNS(=O)(=O)c3ccsc3)cc2)CC1
→ 1%	0.4%	.	.	.	i	17	i	0.5	0.2	1275	0.9%	-5%
NCCCC[C@H]1CNC(=S)N1CCc1cccc(F)c1
→ 8%	0.5%	1	12	9%	i	44	i	0.9	-0.5	1151	1.1%	-1%
Nc1nc2c(s1)CCc1c-2cnn1-c1ccccc1
→ 37%	2.6%	9	6	16%	i	22	i	0.6	4.8	608	0.2%	7%
CC(Oc1ccc(Br)cc1)C(=O)N1CCc2ccccc21 (stereo unspecified)
→ 8%	16%	-11	-11	-4%	i	24	i	1.4	-3.3	1139	0.0%	-7%
O=C(c1cc(S(=O)(=O)N2CCCCC2)ccc1F)N1CCCCC1
→ 13%	0.8%	12	0	5%	i	16	i	4.2	-3.5	1018	0.1%	0%
CCc1ccc([C@@H]2CC=C(C(=O)O)CN2S(=O)(=O)c2ccc(C)cc2)cc1
→ 13%	2.1%	.	.	8%	i	49	i	1.1	.	.	.	.
CCOC(=O)C(NC(=O)c1ccc(F)cc1)(Nc1sc2c(c1C(N)=O)CCC2)C(F)(F)F (stereo unspecified)
→ 17%	2.4%	-3	-6	12%	i	27	i	0.2	-3.5	498	-0.2%	-2%
CC(=O)N1CCN(S(=O)(=O)c2cccc(C(=O)OCN3C(=O)c4ccccc4C3=O)c2)CC1
→ 8%	0.4%	.	.	6%	i	34	i	0.3	.	.	-0.2%	-3%
Nc1c(C(=O)O)sc2nc(-c3ccccc3)cc(-c3ccccc3)c12
→ 17%	0.7%	.	.	1%	i	53	i	0.4	-1.5	1246	0.2%	-7%
O=C(C1Cc2ccccc2CN1S(=O)(=O)c1cccs1)N1CCCCCC1 (stereo unspecified)
→ 2%	4.7%	17	-22	6%	i	45	i	2.2	-1.3	1067	-0.2%	-11%
CCc1ccc(NC(=O)NC2CCCCCCC2)cc1
→ 2%	1.4%	.	.	7%	i	12	i	0.6	.	.	-0.6%	-5%
COC(=O)CN1C(=S)N(Cc2ccccc2)C(=O)C1CC(=O)Nc1ccc(Br)cc1 (stereo unspecified)
→ 3%	7.3%	18	-4	6%	i	10	i	0.8	-0.5	1341	-0.1%	2%
O=C(N1CCCCCC1)N1CCN(S(=O)(=O)c2ccccc2)CC1
→ 5%	0.1%	5	23	0%	i	44	i	6.4	.	.	-0.3%	-11%
COC(=O)c1ccc(S(=O)(=O)N2CCN(CCO)CC2)n1C
→ -5%	.	.	.	0%	i	31	i	0.3	-1.3	1305	-0.1%	-7%
CC1CN(Cc2ccccc2)c2nc3c(c(=O)n(C)c(=O)n3C)n2C1 (stereo unspecified)
→ 6%	-1.9%	-5	-2	1%	i	34	i	1.1	-0.6	1391	0.3%	2%
CCC1SC2=NC(C)=C(C(=O)OC)C(c3ccc(C)cc3)N2C1=O (stereo unspecified)
→ 2%	-0.6%	2	4	5%	i	37	i	0.9	.	.	0.2%	-9%
Cc1c(Cl)cccc1NC(=O)Nc1ccn(C)n1
→ 2%	1.2%	-10	4	14%	i	51	i	1.1	-2.0	1109	-0.1%	1%
CCCc1c(O)nc(SCC(=O)NCCc2ccc(OC)c(OC)c2)[nH]c1=O
→ 1%	2.3%	9	4	10%	i	39	i	0.6	.	.	1.1%	1%
COc1ccc(-c2csc(-c3[nH]cnc3N)n2)cc1
→ 12%	2.8%	-10	8	4%	i	18	i	0.8	0.2	1036	0.2%	4%
COc1ccc(-c2nc3cc(NC(=O)c4ccc5c(c4)OCO5)ccc3o2)cc1
→ 6%	1.6%	11	-4	6%	i	41	i	0.6	3.5	1128	-0.2%	-3%
CCOc1cc(/C=C2\C(=O)ON=C2c2ccccc2)cc(Br)c1O
→ 68%	-1.0%	.	.	61µM*	i	66	.	.	.	.	-1.1%	-6%

From PubChem
